# GAA glycogen – GAA glycogen-cleavage inhibition or activation. AID 2100. 0.38% of 300,000 active. Potency, µM (titrated, usually from 76.4 µM), for inactives: top-dose activity change, negative = inhibition, actives largely listed as inhibitors. recombinant GAA, glycogen substrate, Amplex Red glucose oxidase fluorescence. P10253; active = well fitted inhibition curve with a large enough effect; inconclusive = small, poorly fitted or top-dose-only effect, or another doubt; inactive = no such curve, though single readings can be large or run the other way;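 note: 0% = full enzyme reaction and -100% = no-enzyme basal signal; the screen sought inhibitors and activators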
#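 Natural-substrate format: glycogen cleavage by 4 nM human enzyme, glucose read by Amplex Red coupling (Ex 573, Em 610 nm). Normalized to enzyme and no-enzyme controls.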
# * marks the source's active call; other numbers are inactive results; ? = inconclusive; & = joins results of further samples; [ ] = another dose, or the depositor's remark. Potency is the fitted concentration of half-maximal effect.
SMILES,GAA glycogen
COc1ccc(N2Cc3cccc(C(=O)Nc4cccc(F)c4)c3C2=O)cc1,3%[76.3 µM]
CCOc1ccc(N(CC)S(=O)(=O)N2CCCC(C(=O)NCc3ccccc3Cl)C2)cc1 (stereo not given),11%[76.3 µM]
NC(=O)c1c(NC(=O)c2nc(SCc3ccccc3F)ncc2Cl)sc2c1CCCC2,13%[76.3 µM]
O=C(Nc1ccc(Br)cc1)c1ccc2ncsc2c1,5%[76.3 µM]
S=C(Nc1ccc(Br)cc1Cl)N1CCN(c2ccccn2)CC1,-1%[76.3 µM]
COc1ccccc1-c1cc(C(F)(F)F)nc(S(=O)(=O)CCCC(=O)Nc2cc(Br)ccc2O)n1,-7%[76.3 µM]
O=C(Cn1nnc(-c2ccc3c(c2)OCO3)n1)Nc1ccccc1C(=O)O,3%[76.3 µM]
COc1ccc(CNC(=O)CCNS(=O)(=O)c2ccc3c(c2)oc(=O)n3C)cc1,-13%[76.3 µM]
CCOc1ccc(NCc2cccn2-c2nnc(N3CCC(C(=O)NCCCN4CCCCC4)CC3)s2)cc1,?
COc1cc(C(=O)Nc2ccc3[nH]c(=O)sc3c2)cc(OC)c1OC,-4%[76.3 µM]
COc1cc(C(=O)OCC(=O)Nc2ccc(OC(F)F)cc2)cc(OC)c1OC,-10%
Cc1cc(C)cc(NC(=O)C2CCCN(c3nnc(-n4c(C)ccc4C)s3)C2)c1 (stereo not given),-11%[76.3 µM]
Cc1cccc(NC(=O)NCCn2c(=O)oc3ccc(C)cc32)c1,12%[76.3 µM]
CCCCNC(=O)O[C@@H]1C[C@H]2CCC(=O)N3CC[C@@H](C1)[C@@H]23,-1%[76.3 µM]
CC(=O)Nc1ccc(S(=O)(=O)NCc2ccc(C(=O)NCCCN3CCC(C)CC3)cc2)cc1,-10%[76.3 µM]
COc1ccc(/C=N/NC(=O)c2[nH]c3ccc(Cl)cc3c2-c2ccccc2)c(C(=O)O)c1OC,2%
O=C(NCCc1ccc(Cl)cc1)c1ccc(CS(=O)Cc2cccc(Cl)c2)o1 (stereo not given),23%[76.3 µM]
O=C(NNC(=O)c1cc2ccccc2cc1O)Nc1ccccc1F,-8%[76.3 µM]
CC(C)(c1ccccc1)c1ccc(OCCN2CCCC2)cc1,1%[76.3 µM]
COCCCNC(=O)CSc1nc2cc(C(=O)NCCOC)ccc2c(=O)n1Cc1ccc2c(c1)OCO2,-12%
CC(C)C[C@@H](CO)N1CCN(CCc2ccccc2)CCC1=O,-1%[76.3 µM]
Cc1cc([N+](=O)[O-])ccc1NC(=O)CSc1nnc(C)n1C,4%[76.3 µM]
C=CCN1C(=O)N(c2ccccc2)C(=O)C1CC(=O)Nc1ccc(OC)cc1 (stereo not given),20%[76.3 µM]
CC(=O)Nc1c(-c2cc(=O)oc3cc(C)ccc23)oc2ccccc12,8%
CN(CC(=O)Nc1ccc(Cl)cc1)S(=O)(=O)c1ccc2c(c1)n(C)c(=O)c(=O)n2C,-10%[76.3 µM]

# Five records picked at random from those above, as already listed:
SMILES,GAA glycogen
O=C(Nc1ccc(Br)cc1)c1ccc2ncsc2c1,5%[76.3 µM]
O=C(NNC(=O)c1cc2ccccc2cc1O)Nc1ccccc1F,-8%[76.3 µM]
Cc1cccc(NC(=O)NCCn2c(=O)oc3ccc(C)cc32)c1,12%[76.3 µM]
CCCCNC(=O)O[C@@H]1C[C@H]2CCC(=O)N3CC[C@@H](C1)[C@@H]23,-1%[76.3 µM]
COCCCNC(=O)CSc1nc2cc(C(=O)NCCOC)ccc2c(=O)n1Cc1ccc2c(c1)OCO2,-12%

# (cont.)
SMILES,GAA glycogen
O=S(=O)(c1ccccc1OC(F)(F)F)N1CCN(c2ccnc3cc(Cl)ccc23)CC1,-13%[76.3 µM]
Cc1ccc(NC(=O)CSc2nc3ccccc3c(=O)n2CC2CCCO2)cc1 (stereo not given),-1%[76.3 µM]
CCOc1ccc(N2C(=O)CC(NC3CCN(C(=O)c4ccc(F)cc4)CC3)C2=O)cc1 (stereo not given),6%[76.3 µM]
O=C(NCCc1ccc(Cl)cc1)C1CC(=O)N(CCc2ccccc2)C1 (stereo not given),-4%[76.3 µM]
COCc1cc(C)n(CC(=O)Nc2cccc(C(C)=O)c2)c(=O)c1C#N,15%[76.3 µM]
Cc1ccc2oc(-c3cccc(NC(=O)c4cccc5c(Br)cccc45)c3)nc2c1,-1%[76.3 µM]
COc1cc(/C(C)=N/NC(=O)c2cccc(S(=O)(=O)N3CCCC3)c2)cc(OC)c1OC,-2%[76.3 µM]
O=C(COC(=O)C12CC3CC(CC(C3)C1)C2)Nc1ccc2[nH]c(=O)[nH]c2c1,3%[76.3 µM]
CCc1ccc(NC(=O)CCC(=O)N2CCSc3ccccc32)cc1,10%[76.3 µM]
Cc1cccn2c(=O)c(/C=C(\C#N)c3nc4ccccc4[nH]3)c(Oc3ccc(C(C)(C)C)cc3)nc12,-11%[76.3 µM]
CC(C)(C)c1ccccc1NC(=O)c1cnn2c(C(F)F)cc(-c3ccccc3)nc12,-2%[76.3 µM]
O=C(NCCCN1CCCC1)Nc1ccc(F)cc1,10%
CCN(C(=O)CSc1nc2cc(S(=O)(=O)N(CC)CC)ccc2o1)C1CCS(=O)(=O)C1 (stereo not given),-4%[76.3 µM]
CN(C)CCN1C(=O)C(=O)/C(=C(/O)c2ccc(S(=O)(=O)N3CCOCC3)cc2)C1c1ccc(Br)cc1 (stereo not given),4%[76.3 µM]
CCNC(=O)Cn1nc(C)n2c(cc3c(OC)cccc32)c1=O,2%[76.3 µM]
O=C(COC(=O)c1cc(-c2cccs2)nc2ccccc12)c1ccc(F)cc1,0%[76.3 µM]
Cc1[nH]n(-c2ccccc2)c(=O)c1N=Nc1ccc(F)cc1,-2%
Cc1nn(CC(=O)Nc2c(F)c(F)cc(F)c2F)c(=O)c2cccn12,1%[76.3 µM]
Cc1ccc(S(N)(=O)=O)cc1NC(=O)c1ccc2c3c(cccc13)CC2,-9%[76.3 µM]
Cc1ccc2oc(C(=O)N(Cc3sccc3C)C3CCS(=O)(=O)C3)c(C)c2c1 (stereo not given),8%[76.3 µM]
CN(C)c1ccc(CNS(=O)(=O)c2csc(C(N)=O)c2)cc1,4%&-27%[76.3 µM]
CSc1nc(O)c(C(c2ccc(C)cc2)c2c(O)nc(SC)[nH]c2=O)c(=O)[nH]1,2%[76.3 µM]
Cc1cc2nn(-c3ccc(F)cc3)nc2cc1NC(=O)c1ccc(C(C)(C)C)cc1,6%[76.3 µM]
CCCOc1cccc(-c2nnc(NC(=O)c3ccco3)s2)c1,2%[76.3 µM]
CCc1nc2nc(C)c(NS(=O)(=O)c3ccc(C)c(C)c3)c(=O)n2[nH]1,2%

# Rewritten field by field: part of the list above.
> CN(C)c1ccc(CNS(=O)(=O)c2csc(C(N)=O)c2)cc1
  GAA glycogen: 4%&-27%[76.3 µM]

> CCCOc1cccc(-c2nnc(NC(=O)c3ccco3)s2)c1
  GAA glycogen: 2%[76.3 µM]

# Back to the main list, starting 7 compounds before the break.
SMILES,GAA glycogen
Cc1ccc(S(N)(=O)=O)cc1NC(=O)c1ccc2c3c(cccc13)CC2,-9%[76.3 µM]
Cc1ccc2oc(C(=O)N(Cc3sccc3C)C3CCS(=O)(=O)C3)c(C)c2c1 (stereo not given),8%[76.3 µM]
CN(C)c1ccc(CNS(=O)(=O)c2csc(C(N)=O)c2)cc1,4%&-27%[76.3 µM]
CSc1nc(O)c(C(c2ccc(C)cc2)c2c(O)nc(SC)[nH]c2=O)c(=O)[nH]1,2%[76.3 µM]
Cc1cc2nn(-c3ccc(F)cc3)nc2cc1NC(=O)c1ccc(C(C)(C)C)cc1,6%[76.3 µM]
CCCOc1cccc(-c2nnc(NC(=O)c3ccco3)s2)c1,2%[76.3 µM]
CCc1nc2nc(C)c(NS(=O)(=O)c3ccc(C)c(C)c3)c(=O)n2[nH]1,2%
O=C(N1CCCC1)C12CC3CC(CC(Cl)(C3)C1)C2,9%
CCN(CC)CCCNC(=O)c1cn(-c2cccc(OC)c2)c(=O)c2ccccc12,6%
Cc1c([N+](=O)[O-])cc(C(=O)Nc2ccc(NC(=O)c3ccco3)cc2)cc1[N+](=O)[O-],5%[76.3 µM]
O=C(Nc1c(Cl)cccc1Cl)c1cccc2c1C(=O)N(C1CCCCC1)C2,16%[76.3 µM]
CC(C)C1Nc2ccc(C(=O)NC3CCCCC3)cc2NC1=O (stereo not given),?
O=[N+]([O-])c1cc2c(cc1CN1CCN(c3ccccc3F)CC1)OCO2,-4%[76.3 µM]
O=C(O)c1cccc(-n2c(/C=C/c3cccc([N+](=O)[O-])c3)nc3ccccc3c2=O)c1,2%
COc1ccccc1NC(=O)COc1ccc(-c2nn(C)c(=O)c3ccccc23)cc1,-3%
CC(=O)c1cccc(NCC(=O)c2ccc(C)c([N+](=O)[O-])c2)c1,-16%
COc1cc(C(=O)Nc2sc3c(c2C(=O)O)CCC3)cc(OC)c1OC,-7%[76.3 µM]
O=C(CN1CCN(Cc2ccccc2)CC1)NCc1ccccc1Cl,0%[76.3 µM]
COC(=O)c1cc(CNC(=O)CC(C)c2ccccc2)ccc1OC (stereo not given),0%
O=C(CN1C(=O)COc2ccc(S(=O)(=O)N3CCCCCC3)cc21)N1CCN(c2ccc(Cl)cc2)CC1,-5%[76.3 µM]
COc1ccc(-c2n[nH]c3c2C(c2ccc(O)cc2)N(c2ccc(Br)cc2)C3=O)cc1 (stereo not given),-5%[76.3 µM]
COc1cc2ccccc2cc1C(=O)Nc1ccc2oc(-c3cccc(Cl)c3Cl)nc2c1,-8%[76.3 µM]
O=C(CSc1cn(CCNC(=O)c2ccccc2)c2ccccc12)NCC1CCCO1 (stereo not given),-3%[76.3 µM]
COc1cccc(N2CCN(C(=O)CNC(=O)c3sc4ccccc4c3Cl)CC2)c1,-2%[76.3 µM]
CCOc1cccc(NC(=O)C2CC(=O)N(CC)C(=Nc3ccc(F)cc3)S2)c1 (stereo not given),-17%[76.3 µM]
COc1ccc(C(=O)Nc2ccc(-c3nc4ncccc4o3)cc2)cc1,12%[76.3 µM]
CCn1cc(C(=O)NCCCO)c(=O)c2cc(F)c(N3CCN(C)CC3)cc21,1%
Cc1cc(C)c(S(=O)(=O)c2cc(F)ccc2C)c(Cl)n1,0%
CCc1cc2cc(C)ccc2nc1SCC(=O)NNC(=O)c1ccco1,0%
COc1cc(NC(=O)c2ccccc2OCc2ccccc2)cc(OC)c1OC,15%[76.3 µM]
CSc1ncc(Cl)c(C(=O)NCc2ccc(C)cc2)n1,18%[76.3 µM]
Cc1oc(-c2ccc(Cl)cc2)nc1CS(=O)CC(=O)NCCCN1CCN(Cc2ccccc2)CC1 (stereo not given),-13%[76.3 µM]

# (cont.)
SMILES,GAA glycogen
O=C(CCC(=O)N1CCSc2ccccc21)NCc1cccc(Cl)c1,11%[76.3 µM]
O=C(c1cccs1)N(CCN1CCCCC1)CC1CCCN(C2CCCC2)C1 (stereo not given),-7%[76.3 µM]
COc1ccc(CCNS(=O)(=O)c2cccc([N+](=O)[O-])c2)cc1OC,-1%[76.3 µM]
Cc1ccccc1C(=O)c1cccn1CC(=O)N1CCCCC1,1%[76.3 µM]
CCN(CC(=O)Nc1ccc2c(c1)OCCO2)S(=O)(=O)c1ccccc1,1%[76.3 µM]
Cc1ccc(C(C(=O)NCc2ccccc2)N(Cc2ccco2)C(=O)c2snc(C(N)=O)c2N)o1 (stereo not given),-6%[76.3 µM]
CCCc1cc(=O)n2[nH]c(-c3cccc(Br)c3)cc2n1,-10%[76.3 µM]
COc1ccc(C(=O)CC(=O)C(=O)Nc2ccc([N+](=O)[O-])cc2C)cc1,4%
Cc1ccc(NC(=O)c2cnn(-c3ccc(C)c(C)c3)c2C2CCN(C(=O)OC(C)(C)C)CC2)c(C)c1,-15%[76.3 µM]
CCCN1CCc2c(sc3nc(SCC)n(-c4ccc(OC)cc4)c(=O)c23)C1,5%
N#C/C(=C\c1c(Oc2ccccc2F)nc2ccccn2c1=O)C(=O)NC1CCS(=O)(=O)C1 (stereo not given),-11%
C=CCOc1ccc(/C=C/C(=O)OCC(=O)NC2CCCCCC2)cc1,1%[76.3 µM]
c1cncc(-c2cn(C[C@H]3CC[C@@H]([C@@H]4CC[C@H](Cn5cc(-c6cccnc6)nn5)O4)O3)nn2)c1,-1%[76.3 µM]
COc1ccc(NC(=O)CSc2nc(-c3ccccc3)cc(-c3cc(OC)c(OC)c(OC)c3)c2C#N)c(OC)c1,12%[76.3 µM]
CC(C)OCCCNC(=O)C1CCN(S(=O)(=O)c2ccc3nc4c(c(C(=O)O)c3c2)CCCCC4)CC1,-4%[76.3 µM]
COc1ccc(C(=O)NC(=S)NNC(=O)c2ccccc2O)cc1,4%
Cc1csc2nc(COc3ccc(NC(=O)C(C)C)cc3)cc(=O)n12,-1%[76.3 µM]
CCOC(=O)c1cnc2c(-c3ccccc3)c(-c3ccccc3)nn2c1C,1%
CCOc1ccc(/C=C/c2nc(C#N)c(NC(C)c3ccccc3)o2)cc1 (stereo not given),-26%[76.3 µM]
CCOC(=O)CNC(=O)C1(/C=C/c2ccccc2)CC(=O)N1c1ccc(OC)cc1 (stereo not given),0%
Cc1ccnc2c1ccc1ccccc12,1%
O=C(N/N=C/c1ccccc1[N+](=O)[O-])c1ccncc1,-1%
Cc1ccc(C(=O)N2CCCC(N(C)Cc3ccccc3)C2)s1 (stereo not given),-1%[76.3 µM]
CCc1ccccc1NC(=O)c1ccc2c(c1)CCN2S(C)(=O)=O,-1%&24%[76.3 µM]
CC(=O)c1cccc(N(CC(=O)NC2CCCCC2)C(=O)CNC(=O)c2cccs2)c1,-11%
O=C(Cc1ccccc1)NN1CCCCC1,8%
Cc1cccc(C(=O)NNC(=O)c2ccc(S(=O)(=O)N3CCOCC3)cc2)c1,-3%[76.3 µM]

# These rows are one share of the data, so the mix of outcomes need not match the whole.
